# Screening results: PubChem, several laboratories
# NPR2 activator – human GC-B receptor activators, primary screen, HEK293 GC-B cells, cGMP TR-FRET, EC30 CNP. activation, % at 10 µM. 0% at EC30 CNP, 100% saturating CNP. AID 1920062, 2024. hit rate 0.11% among 370,000;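 active means activation at 10 µM reaching about 35% in either raw or pattern-adjusted values, limit read from the data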
# proKLK7 act – proKLK7 zymogen activators, primary screen, biochemical, fluorescence intensity. Kallikrein-7 (Homo sapiens), P49862. purified proKLK7, EDANS-DABCYL substrate fluorescence; 100% is mature enzyme control, 0% vehicle. activation, % at 7 µM. hit rate 0.9% among 370,000;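 active means activation above the mean of all tested compounds plus 3 SD, computed per campaign excluding outliers beyond control limits, cut at about 13% in these data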
# Target sequence (P49862 whole entry, looked up): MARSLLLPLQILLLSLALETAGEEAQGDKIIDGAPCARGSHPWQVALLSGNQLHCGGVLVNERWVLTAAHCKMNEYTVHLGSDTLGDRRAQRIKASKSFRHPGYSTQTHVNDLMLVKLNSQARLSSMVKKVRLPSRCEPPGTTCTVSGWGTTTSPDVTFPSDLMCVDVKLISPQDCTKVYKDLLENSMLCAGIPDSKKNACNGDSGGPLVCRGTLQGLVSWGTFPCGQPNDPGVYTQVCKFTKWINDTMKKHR
# hcDAF12 agonist – H. contortus DAF-12 nuclear receptor activators, primary screen, cell-based, luminescence, HEK293, lit1-tk-luc reporter; activation, % at 6.8 µM; hit rate 1.4% among 370,000; HEK293 hcDAF-12 lit1-tk-luc reporter; 0% DMSO, 100% Δ7-dafachronic acid; AID 652067, 2013;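 active means activation above the mean of all tested compounds plus 3 SD, cut at about 5.5% in these data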;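 further: 100% = response to 3 µM Δ7-dafachronic acid high control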
# DAX1 inh-1 – DAX1 (NR0B1) inhibitors on StAR promoter, primary screen, cell-based, luminescence, SF-1 (NR5A1), full-length DAX-1. hit rate 1.1% among 370,000. inhibition, % at 6.8 µM. AID 652010, 2013. HEK293T StAR-luciferase reporter, SF-1/DAX-1 repression relief;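 active means inhibition above the mean over all tested compounds plus 3 SD, cut at about 3.6% in these data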;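 further: 0% = DAX-1 cells with DMSO and 100% = cells lacking DAX-1 with DMSO; higher inhibition means more luminescence from relief of DAX-1 repression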
# NPR1 activator – GC-A stimulated cGMP production enhancers – HEK293 GC-A cells, cGMP TR-FRET, EC30 ANP, primary screen. Atrial natriuretic peptide receptor 1 (Homo sapiens), P16066. hit rate 0.14% among 370,000. activation, % at 10 µM. AID 1671463, 2021. 0% at EC30 ANP, 100% saturating ANP; in the data active means activation above about 40%
# DAX1 inh-2 – DAX1 (NR0B1) inhibitors, primary screen, cell-based, HEK293, Gal4-DAX1, luciferase luminescence; Nuclear receptor subfamily 0 group B member 1 (Homo sapiens), P51843; HEK293 Gal4-DAX1 luciferase reporter; inhibition, % at 6.75 µM; hit rate 0.99% among 340,000; AID 504766, 2011;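 active means inhibition above the mean over all tested compounds plus 3 SD, cut at about 4.2% in these data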;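 further: 0% = DAX1-transfected cells with DMSO and 100% = empty-vector control cells with DMSO; inhibition shows as a rise in luminescence from relieved DAX1 repression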
# Target sequence (P51843 207-470 limits assumed): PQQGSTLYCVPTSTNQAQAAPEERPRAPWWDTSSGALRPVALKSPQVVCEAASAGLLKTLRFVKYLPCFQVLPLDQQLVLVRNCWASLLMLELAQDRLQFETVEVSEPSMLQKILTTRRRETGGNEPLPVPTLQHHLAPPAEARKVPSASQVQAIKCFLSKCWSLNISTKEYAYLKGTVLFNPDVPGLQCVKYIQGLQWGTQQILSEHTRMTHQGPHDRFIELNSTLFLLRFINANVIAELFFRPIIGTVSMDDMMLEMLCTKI
# HGIII-sPLA2 inh – human group III sPLA2 inhibitors, primary screen, biochemical, QFRET, BODIPY PC-A2 liposome substrate. Group 3 secretory phospholipase A2 (Homo sapiens), Q9NZ20. QFRET BODIPY PC-A2 liposome hydrolysis, fluorescence. inhibition, % at 12.2 µM. hit rate 0.56% among 370,000. AID 743126, 2013;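 active means inhibition above mean plus 3 SD of compounds lying within the high and low control bounds, cut at about 19% in these data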;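 further: 0% = median of test compound wells and 100% = no enzyme DMSO wells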
# Target sequence (Q9NZ20 whole entry, looked up): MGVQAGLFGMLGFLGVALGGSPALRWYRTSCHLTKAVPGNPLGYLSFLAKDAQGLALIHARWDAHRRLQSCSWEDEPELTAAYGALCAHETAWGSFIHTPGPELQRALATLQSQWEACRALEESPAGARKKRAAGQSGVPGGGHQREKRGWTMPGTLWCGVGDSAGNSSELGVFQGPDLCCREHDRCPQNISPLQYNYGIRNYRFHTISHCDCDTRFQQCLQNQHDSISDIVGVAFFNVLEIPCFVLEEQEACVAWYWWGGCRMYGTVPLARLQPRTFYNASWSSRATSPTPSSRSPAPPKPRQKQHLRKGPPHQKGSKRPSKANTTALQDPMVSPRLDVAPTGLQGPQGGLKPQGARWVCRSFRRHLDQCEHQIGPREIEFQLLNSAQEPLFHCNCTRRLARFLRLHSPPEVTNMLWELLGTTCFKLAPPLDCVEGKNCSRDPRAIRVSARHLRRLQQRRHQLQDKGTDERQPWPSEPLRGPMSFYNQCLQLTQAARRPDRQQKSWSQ
# SMARCA2 act – SMARCA2 (BRM) function activators, primary screen, cell-based, luminescence, high throughput; MG213 cells, MMTV-luciferase reporter, dexamethasone, overnight; activation, % at 9.1 µM; hit rate 1% among 370,000; AID 652017, 2013; in the data active means activation above about 7.8%;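 further: 0% = vehicle wells and 100% = reference activator wells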
# FXN GAA850 act – FXN promoter activators, primary screen, cell-based, luciferase luminescence, HEK293 lucGAA850 | hit rate 0.56% among 360,000 | HEK293 lucGAA850 FXN promoter luciferase reporter, 24 h; percent of 10 µM SAHA response | activation, % at 6 µM;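 active means activation above the average of all compounds screened plus 3 SD, cutoff fixed separately per campaign, cut at about 7.5% in these data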;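 further: 0% = DMSO wells and 100% = 10 µM SAHA wells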
# ssDAF12 agonist – S. stercoralis DAF-12 nuclear receptor activators, primary screen, cell-based, luminescence, HEK293, GRIP1 co-expression, lit1-tk-luc; HEK293 ssDAF-12/GRIP1 lit1-tk-luc reporter; % of 3 µM dafachronic acid response; Nuclear hormone receptor DAF-12 (Strongyloides stercoralis); hit rate 1% among 370,000; activation, % at 6.8 µM;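 active means activation above the mean over all tested compounds plus 3 SD, cut at about 0.9% in these data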;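 further: 0% = DMSO-only wells and 100% = 3 µM delta7-dafachronic acid wells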
# hgDAF12 agonist – H. glycines DAF-12 receptor agonists, primary screen, cell-based, luminescence, HEK293, GAL4 fusion, UAS-luciferase | Nuclear hormone receptor DAF-12 (Heterodera glycines), GAL4 fusion | HEK293 GAL4-hgDAF12 UAS-luciferase reporter, agonist luminescence; normalized to butyrate control | activation, % at 6.8 µM | hit rate 1.8% among 370,000 | AID 687014, 2013;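 active means activation above a cutoff set at the mean of all screened compounds plus 3 SD, cut at about 10% in these data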;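 further: 0% = DMSO wells and 100% = sodium butyrate wells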
# The depositor's hits bear a star; nt = not tested or not shown.
SMILES,NPR2 activator,proKLK7 act,hcDAF12 agonist,DAX1 inh-1,NPR1 activator,DAX1 inh-2,HGIII-sPLA2 inh,SMARCA2 act,FXN GAA850 act,ssDAF12 agonist,hgDAF12 agonist
CCOc1cccc(-c2nnc(SCC(=O)Nc3cc(OC)cc(OC)c3)n2N)c1,-2,-0.7,-0.3,-0.9,0,1.0,-3,-2,-3.3,-1.6,-0.9
O=C(O)C1=C[C@H](c2ccc(C(F)(F)F)cc2)C[C@H](OCCCCO)O1,6,-0.2,1.0,-0.2,1,-0.1,-3,1,-0.6,-1.0,1.9
Cc1nn(Cc2ccc(F)cc2)c(C)c1NC(=O)c1cc2ncc(Br)cn2n1,1,0.7,0.0,0.7,0,1.5,3,-1,1.2,-1.6,-3.1
NC(=O)CC[C@@H]1NC(=O)[C@@H]2CCCN2C(=O)c2cc([N+](=O)[O-])cc(F)c2NCCC[C@@H](C(N)=O)NC1=O,1,0.2,-2.0,-0.4,2,0.0,3,2,-2.0,-1.7,2.9
O=C(O)c1cc(/C=C/C(=O)c2cc(F)ccc2O)c2c(c1)COCO2,-4,1.0,-1.6,0.5,4,-2.2,0,0,2.9,-1.5,-2.0
Cc1cccc(OCC(=O)Nc2cc(C)on2)c1,5,0.3,1.1,-0.2,9,0.4,3,2,-1.7,-1.0,4.0
O=C(NC(=S)NC1CC1)c1cccnc1,0,-0.1,-1.0,-0.2,8,-0.8,6,-1,-2.7,-1.4,1.1
COc1cc(/C=N/NC(=O)C(C)n2nnc3ccccc32)ccc1O (stereo not given),-11,-0.8,-1.8,-0.1,-4,-0.2,2,-2,0.7,-1.2,0.4
COc1ccccc1NC(=O)Nc1cccnc1,0,-0.7,0.7,-0.6,-1,-0.5,10,-4,-2.1,-1.3,-0.5
Cc1noc(C)c1CSCC(=O)Nc1cc(S(=O)(=O)N2CCOCC2)ccc1OC(C)C,10,-0.5,-2.0,-0.1,4,1.7,8,-1,0.2,-1.0,-0.5
C=CCn1c(CCNC(=O)c2cccs2)nnc1SCC(=O)c1cccc([N+](=O)[O-])c1,1,0.5,-1.3,0.6,0,0.3,-24,-2,0.8,-0.6,-3.2
O=C(CSc1ncnc2scc(-c3ccc(Cl)cc3)c12)Nc1ccccc1-c1ccccc1,-1,-0.5,-1.9,-1.1,-5,nt,5,-6,nt,-1.6,-2.3
CC(C)C(NC(=O)CCNC(=O)c1ccc(C(C)(C)C)cc1)c1nc2ccccc2[nH]1 (stereo not given),-2,-0.2,0.2,0.0,1,0.9,17,2,-4.7,-0.4,-3.6
CCC1=Nc2cc(C(=O)NCCCOC)ccc2Sc2ccccc21,6,-0.8,-0.1,0.9,2,0.0,1,-1,0.3,-0.2,-3.1
O=C(NC1CCCCC1)C1CCCN(S(=O)(=O)c2ccc(F)cc2)C1 (stereo not given),1,-0.2,1.2,-0.1,-1,-0.7,5,1,-2.9,-0.5,0.7
S=C(Nc1cc(Cl)cc(Cl)c1)NC(c1ccccc1)c1ccccc1,1,nt,-3.9,nt,2,nt,-8,nt,nt,-2.1,-7.3
Clc1nccnc1N/N=C/c1ccc(Br)cc1,-5,0.7,2.3,2.0,-5,5.1*,5,2,4.8,0.0,13*
O=C(NC1CC1)c1ccc2sc([C@@H]3O[C@H](CO)[C@H](O)[C@H](O)[C@H]3O)nc2c1,1,-0.2,-1.3,0.5,-1,nt,13,-6,-0.1,-1.3,0.0
NC(=O)COC(=O)C12CC3CC(CC(O)(C3)C1)C2,-4,-0.1,-1.5,-0.1,-2,0.4,-2,-1,2.1,-1.1,-1.4
C#Cc1ccc([C@@H]2C=C(C(=O)N3CCOCC3)O[C@H](OCc3ccc(CO)cc3)C2)cc1,-2,0.5,-0.7,0.1,-3,0.4,-3,0,1.0,-1.4,1.3
CN(CC(=O)Nc1ccccc1Cl)CC(=O)N1CCc2ccccc21,-2,0.8,0.3,0.2,-2,0.5,0,-1,0.0,-1.4,2.7
O=C(CCNS(=O)(=O)c1cccc2nsnc12)NCc1ccc(F)cc1,7,-0.3,0.3,-0.1,6,-0.3,-1,-1,-0.5,0.4,2.1
CCn1nc(C(=O)OCC(=O)N2c3ccccc3CC2C)c2ccccc2c1=O (stereo not given),-3,0.5,-1.6,-0.3,6,0.5,-12,-1,2.9,-1.0,-2.1
Cc1onc(-c2c(F)cccc2Cl)c1C(=O)NCc1ccccn1,0,-0.7,-1.0,-0.5,-1,-0.5,4,-1,1.6,-1.2,-0.4
O=C(CC(=O)Nc1ccccc1)Nc1ccccc1,0,0.4,-0.7,-0.2,-1,4.3*,-48,4,2.9,-0.5,0.7
Cc1cc(CN2C(=O)c3ccccc3C2=O)on1,1,0.5,-1.6,0.1,1,1.7,4,3,1.0,-0.5,-1.0
COc1cc(NC(=O)C2CC(=O)NC3=C2C(=O)CCC3)cc(OC)c1 (stereo not given),-2,-0.4,0.0,0.0,-1,1.9,3,-2,-0.8,-2.2,-0.4
CC(=O)Nc1ccc(Cc2nc3ccccc3[nH]2)cc1,4,0.0,-1.3,-0.5,3,-1.1,5,-1,0.3,-1.6,-1.0
Cc1ccc(/C=C2/NC(=O)N(Cc3ccccc3F)C2=O)s1,2,-0.5,-0.3,-0.5,6,-0.4,-3,-2,2.3,-0.9,-1.6
Cc1ccc(/C=C(\NC(=O)c2ccccc2)C(=O)NCCN2CCOCC2)o1,4,0.6,-0.3,0.8,0,-0.8,-7,0,1.1,-0.8,1.7
CCCCNC(=O)OCC(CC)NC(=O)OCC(C)C (stereo not given),-2,-0.4,-1.5,-0.9,1,0.3,8,-4,0.6,-0.6,1.5
COc1cc2c(cc1OC)C(COc1ccccc1OC)N(C(C)=O)CC2 (stereo not given),0,0.5,1.2,0.1,3,-0.1,1,0,2.3,-1.0,-2.0
CCC/C(O)=C1\C(=O)CC(C)(C)CC1=Nc1ccc(OC)cc1OC,7,-0.2,-0.5,-2.5,-3,-3.6,3,0,-5.6,-1.4,-3.3
CC1=NN(C(=O)COc2cc(C)ccc2C(C)C)C(O)(c2ccccc2)C1 (stereo not given),-5,-0.4,-1.0,-1.7,-8,0.8,-6,-2,1.1,-0.6,3.1
COc1cccc(C2CC(=O)NC3=C2C(=O)CCC3)c1 (stereo not given),1,0.0,1.1,-0.8,1,0.3,-2,2,-1.0,-1.3,-0.2
Cc1ccc2nc3c(c(Nc4ccc5c(c4)OCCO5)c2c1)CCC3,24,0.0,-2.4,-1.4,28,-0.7,3,-2,-1.2,-1.6,-3.5
Cc1ncc(CO)c(/C=N/Nc2ccc(C(F)(F)F)cn2)c1O,-16,-28,-1.1,-2.0,-32,-1.7,1,-3,-5.6,-1.6,-8.3
O=C(NNC(=O)C1CC(c2cccs2)=NO1)NC1CCCCC1 (stereo not given),-1,0.2,-0.6,-0.3,6,0.1,-9,-1,-2.0,-0.8,-0.4
COc1cccc(/C=N/NC(=O)c2ccc([N+](=O)[O-])cc2Cl)c1O,-1,-0.1,-1.3,-0.7,-5,-1.9,-5,-5,-4.9,-1.3,-8.9
Cn1cccc1C(=O)OCC(=O)N1CC(=O)Nc2ccccc21,3,-0.3,-0.4,1.0,2,1.2,9,-4,1.1,-1.1,8.5
COc1ccc(Nc2c3c(c(C#N)c4nc5ccccc5n24)CCC3)cc1,28,0.9,-0.3,0.1,41*,1.2,-3,0,-0.8,-1.0,1.5
COc1ccc(S(=O)(=O)NCC(c2cccnc2)N2CCN(c3ccccc3OC)CC2)cc1C (stereo not given),-1,-0.5,-3.0,-0.1,1,-1.1,-15,0,1.1,-1.0,-1.5
COc1ccccc1Oc1cc(-n2nc(C)cc2C)ncn1,-11,-0.3,-0.3,-0.1,1,-1.6,13,1,1.7,-1.7,-0.4
Nc1cc(OC(=O)c2ccco2)nn1S(=O)(=O)c1ccc(F)cc1,2,-0.2,-1.6,-0.3,-1,-0.7,3,2,-1.3,-0.8,-0.5
COc1ccc(CCN2C(=O)CC(NC34CC5CC(CC(C5)C3)C4)C2=O)cc1OC (stereo not given),-1,0.0,-2.1,-0.1,5,-0.5,1,-4,1.9,-1.5,1.4
CC(C)(C)c1nnc(NS(=O)(=O)c2cc(Cl)ccc2Cl)s1,3,0.5,-0.6,-0.1,4,0.5,-24,5,1.4,-1.3,1.4
CSc1ccccc1NC(=O)N1CCCC(C(=O)c2ccc3c(c2)OCO3)C1 (stereo not given),-5,0.6,2.5,0.6,1,-0.5,2,-1,1.4,-1.3,-2.3
O=C1C2=C(SCCS2)C(=O)N1c1ccccc1,-2,0.3,-1.7,-0.4,1,1.5,1,-2,3.1,-1.5,0.2

# Pulled by compound from above:
SMILES,NPR2 activator,proKLK7 act,hcDAF12 agonist,DAX1 inh-1,NPR1 activator,DAX1 inh-2,HGIII-sPLA2 inh,SMARCA2 act,FXN GAA850 act,ssDAF12 agonist,hgDAF12 agonist
Cc1nn(Cc2ccc(F)cc2)c(C)c1NC(=O)c1cc2ncc(Br)cn2n1,1,0.7,0.0,0.7,0,1.5,3,-1,1.2,-1.6,-3.1
CC(C)(C)c1nnc(NS(=O)(=O)c2cc(Cl)ccc2Cl)s1,3,0.5,-0.6,-0.1,4,0.5,-24,5,1.4,-1.3,1.4
NC(=O)COC(=O)C12CC3CC(CC(O)(C3)C1)C2,-4,-0.1,-1.5,-0.1,-2,0.4,-2,-1,2.1,-1.1,-1.4
NC(=O)CC[C@@H]1NC(=O)[C@@H]2CCCN2C(=O)c2cc([N+](=O)[O-])cc(F)c2NCCC[C@@H](C(N)=O)NC1=O,1,0.2,-2.0,-0.4,2,0.0,3,2,-2.0,-1.7,2.9
COc1ccc(CCN2C(=O)CC(NC34CC5CC(CC(C5)C3)C4)C2=O)cc1OC (stereo not given),-1,0.0,-2.1,-0.1,5,-0.5,1,-4,1.9,-1.5,1.4
